Compound activity as filed in PubChem BioAssay.
Tau FP inhib = blocks human tau fibril formation measured by polarization; K18 P301L tau heparin fibrillization, Alexa594 FP, 6 h; Potency, µM (titrated, usually from 57.7 µM), for the others: top-dose activity, negative = inhibition, actives largely listed as inhibitors; 280,000 compounds, 0.39% hits; also: % is scaled to controls: 0 for no effect and ±100 for the full control effect; nearly all actives have a fitted effect of over 55% in size
Target sequence (P10636 561-689 P618L limits assumed): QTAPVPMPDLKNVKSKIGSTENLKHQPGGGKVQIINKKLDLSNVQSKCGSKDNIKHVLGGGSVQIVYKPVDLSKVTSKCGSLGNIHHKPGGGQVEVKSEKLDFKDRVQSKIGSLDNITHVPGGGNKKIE
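Quantitative HTS format: compounds meet 15 uM recombinant K18 P301L tau and Alexa 594-tau tracer in 100 mM sodium acetate pH 7; 20 uM heparin triggers fibrillization at 37 C over 6 hr; FP gives the signal.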
HTT cytoprotect = protects HTT-Q103 PC12 cells, measured by ATP. 230,000 compounds, 0.14% hits. PC12 HTT-Q103 induced, cytoprotection, ATP luminescence, 40 h. Potency, µM (titrated, usually from 56.4 µM), without a hit: cytoprotection (ATP increase), hits mostly activators. AID 1471;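 also: % of control where 0% means no effect; nearly all actives have a fitted effect of over 45% in size; toxic huntingtin expression switched on by the ecdysone agonist tebufenozide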
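Readout: ATPlite luminescence (ATP level). Model: stable PC12, inducible Htt exon1 Q103-GFP. Inducer: tebufenozide, 100 nM final. Compounds: dose series. No G418 in medium.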
HttQ103 aggreg = reduces HttQ103-GFP aggregates in PC12 cells | 220,000 compounds, 1.1% hits | Potency, µM (top dose mostly 46.1 µM), without a hit: at the top dose activity change, negative = inhibition, most hits filed as inhibitors | PC12 HttQ103-GFP aggregates, Acumen cytometry, 40 h; also: % is scaled to controls: 0 for no effect and ±100 for the full control effect; nearly all actives have a fitted effect of over 60% in size
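Steps: seed 1500 PC12 HTTQ103-GFP cells/well; add tebufenozide, 100 nM final; add compound titration; add ATPLite reagent; quantify GFP aggregates by laser scanning cytometry.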
Tau fibril ThT = inhibitors of human tau fibril formation, thioflavin T binding; recombinant tau K18 P301L, heparin-induced fibrillization, ThT fluorescence; Potency, µM (series often up to 57.4 µM), inactives show at the highest dose activity, negative = inhibition, actives largely listed as inhibitors; P10636; 270,000 compounds, 2.1% hits; also: % is scaled to controls: 0 for no effect and ±100 for the full control effect; nearly all actives have a fitted effect of over 55% in size
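Recombinant human tau K18 fragment […] carrying P301L, 15 uM unlabeled plus 0.24 uM Alexa 594-labeled, was fibrillized with 20 uM heparin in 100 mM sodium acetate pH 7 for 6 hr at 37 C; 30 uM ThT fluorescence read after 1 hr.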
JMJD2E inh = JMJD2E (human) inhibition; JMJD2E catalytic domain, FDH-coupled NADH fluorescence (FDH is formaldehyde dehydrogenase); Potency, µM (titrated, usually from 57.1 µM), without a hit: at the highest dose activity change, negative = inhibition, most hits filed as inhibitors; B2RXH2; 230,000 compounds, 1.6% hits; active = well fitted inhibition curve with a large enough effect, not every such curve was filed as active; inconclusive = small, poorly fitted or top-dose-only effect, or another doubt; inactive = no such curve, though single readings can be large or run the other way;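 also: 0% = wells with enzyme and -100% = buffer wells without enzyme; nearly all actives have a fitted effect of over 50% in size; many of its hits are not listed in these tables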
Target sequence (B2RXH2 1-337 limits assumed): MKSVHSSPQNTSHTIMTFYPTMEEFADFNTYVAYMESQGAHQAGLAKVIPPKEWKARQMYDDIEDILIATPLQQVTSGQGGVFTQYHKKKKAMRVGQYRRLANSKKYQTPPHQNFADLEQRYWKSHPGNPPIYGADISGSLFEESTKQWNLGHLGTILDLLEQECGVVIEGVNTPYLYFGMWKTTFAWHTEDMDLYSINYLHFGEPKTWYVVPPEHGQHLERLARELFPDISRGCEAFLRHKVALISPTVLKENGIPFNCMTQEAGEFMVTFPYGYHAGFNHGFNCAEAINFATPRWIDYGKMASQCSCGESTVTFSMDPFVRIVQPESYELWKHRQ
ALDH1A1 inh = inhibitors of human aldehyde dehydrogenase 1A1; P00352; Purified ALDH1A1, NADH fluorescence, propionaldehyde substrate; Potency, µM (top dose mostly 75.3 µM), for the others: top-dose activity, negative = inhibition, most hits filed as inhibitors; 220,000 compounds, 7.3% hits; active = well fitted inhibition curve with a large enough effect, not every such curve was filed as active; inconclusive = small, poorly fitted or top-dose-only effect, or another doubt; inactive = no such curve, though single readings can be large or run the other way;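 also: plate controls were no enzyme wells and a reference inhibitor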
Target sequence (P00352 whole entry, looked up): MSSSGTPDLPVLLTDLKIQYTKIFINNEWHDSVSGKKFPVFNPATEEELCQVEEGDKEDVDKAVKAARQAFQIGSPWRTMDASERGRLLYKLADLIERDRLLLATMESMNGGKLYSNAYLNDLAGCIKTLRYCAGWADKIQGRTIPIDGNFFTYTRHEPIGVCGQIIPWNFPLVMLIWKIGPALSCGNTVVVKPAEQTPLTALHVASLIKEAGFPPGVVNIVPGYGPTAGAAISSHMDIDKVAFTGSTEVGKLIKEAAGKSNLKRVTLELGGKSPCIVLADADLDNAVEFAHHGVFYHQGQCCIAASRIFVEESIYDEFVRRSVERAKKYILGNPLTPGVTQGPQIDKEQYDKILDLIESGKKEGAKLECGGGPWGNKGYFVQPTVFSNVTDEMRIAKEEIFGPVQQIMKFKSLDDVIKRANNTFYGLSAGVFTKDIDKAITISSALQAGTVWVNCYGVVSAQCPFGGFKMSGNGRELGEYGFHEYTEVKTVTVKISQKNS
Tau fluor counter = counter-screen for tau fibril formation inhibitors; tau K18 P301L (four-repeat tau fragment) Alexa594 fluorescence, heparin fibrillization; Potency, µM (titrated, usually from 57.7 µM), for the others: top-dose activity change, negative = decrease; 280,000 compounds, 0.93% hits; AID 1463; also: % is scaled to controls: 0 for no effect and ±100 for the full control effect; nearly all actives have a fitted effect of over 55% in size
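Human K18 P301L tau (15 uM unlabeled plus 0.24 uM Alexa 594-labeled, final) in 100 mM sodium acetate pH 7 was mixed with compound and 20 uM heparin and incubated 6 hr at 37 C.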
SMN2 splice up = increases expression of the SMN2 splice variant | 210,000 compounds, 2.8% hits | Potency, µM (doses to about 46.1 µM), without a hit: at the top dose activity change, positive = activation, most hits filed as activators | HEK293 SMN2-luciferase splicing reporter, luminescence, 30-36 h; also: % of control where 0% means no effect; nearly all actives have a fitted effect of over 55% in size
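HEK293 cells carry an SMN2 […]–luciferase reporter in which exon 7 inclusion puts luciferase in frame. Cells were plated 10-12 h before compound addition, then incubated 30-36 h at 37C. ONE-Glo luminescence was read; sodium butyrate at 4.5 mM final served as control.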
An asterisk follows results filed as active; ? = inconclusive; . = no result given; [ ] = another dose, or the depositor's remark. Unless noted, calls follow the shape of the dose curve; as a rule, active = well fitted curve in the direction sought with a large enough effect; inconclusive = small, poorly fitted or top-dose-only effect, or another doubt; inactive = no such curve, though single readings can be large; an effect the other way counts as inactive or inconclusive. Potency is read from the fitted curve at half-maximal effect. Not all compounds are listed; count on the stated rates, not on these rows.

SMILES	Tau FP inhib	HTT cytoprotect	HttQ103 aggreg	Tau fibril ThT	JMJD2E inh	ALDH1A1 inh	Tau fluor counter	SMN2 splice up
Cc1cccc(NS(=O)(=O)c2ccc3[nH]c(=O)cc(C(=O)OC(C)C(=O)Nc4ccc([N+](=O)[O-])cc4)c3c2)c1 (stereo not given)	?	.	-5%	?	-12%	?	?	-9%
COCCN(CCOC)S(=O)(=O)c1ccc(C(=O)Nc2nc(-c3ccccc3)c(C(=O)c3ccccc3)s2)cc1	-6%	10%[10 µM]	11%	-8%	?	?	?	-55%[inhibitor]
COc1ccccc1NC(=O)c1cccs1	-6%	0%	7%	-12%	3%	-4%	-11%	-8%
CCOCCCNC(=O)c1ccccc1SCC	-6%	-13%[10 µM]	10%	-1%	-9%	-5%	2%	6%
O=S(=O)(CCn1cccc1)CCn1cccc1	7%	10%[10 µM]	19%	-2%	-2%	5%	4%	12%
O=C(CSC(=S)N1CCOCC1)c1ccccc1	5%	-51%[inhibitor][10 µM]	-4%	4%	0%	-12%	6%	0.79µM*
CCOC(=O)/C=C/C(=O)OCC(=O)Nc1ccc(C)cc1	1%	4%[10 µM]	30%	?	9%	-3%	11%	9%
O=C(/C=C/c1ccccc1)Nc1ccc2c(c1)C(=O)NC2=O	-11%	-121%	-7%	?	?	?	-10%	-1%
Cn1nc(C(F)(F)F)cc1C(=O)O	-10%	-5%[10 µM]	-11%[9.22 µM]	-4%	-1%	.	-8%	.
COc1cccc(CNc2nc3nc(C)cc(=O)n3[nH]2)c1	1%	-19%	9%	-10%	1%	?	-8%	2%
Cc1ccc2c(CC(=O)NCc3ccc4c(c3)OCO4)coc2c1	-3%	-11%	-25%	-9%	4%	4.5µM*	-11%	.
COc1cc(/C=C(\C#N)c2nn(CCO)c(N)c2C#N)cc(OC)c1OC	-8%	-2%[10 µM]	-10%[9.22 µM]	-19%	-3%	?	-12%	.
O=C(NCCO)C(F)(F)C(F)(F)C(F)(F)OC(F)(C(=O)NCCO)C(F)(F)F (stereo not given)	1%	-2%	-13%	-3%	0%	32%[activator]	-11%	-12%
Cc1ccc(/C=N/Nc2ncnc3nc[nH]c23)cc1	0%	-5%[10 µM]	-7%[9.22 µM]	.	?	.	-21%	.
O=[N+]([O-])c1cc2cccnc2c2ncccc12	-3%	17%[10 µM]	-10%[9.22 µM]	?	-6%	23%	-7%	.
O=C(c1ccc2c(c1)N(Cc1ccc(F)cc1)C(=O)CS2)N1CCOCC1	-2%	-13%[0.074 µM]	-4%	0%	-3%	?	-8%	-6%
CCc1ccc(NC(=O)c2sc3nc(C)cc(C)c3c2NC(=O)c2ccccc2)cc1	?	.	.	7%	.	.	-25%	6%
CCOc1ccc(/C(O)=C2/C(=O)C(=O)N(CCOCCO)C2c2ccccc2)cc1 (stereo not given)	-6%	4%[0.074 µM]	?	-3%	-8%	5%	-1%	5%
Cc1ncc(S(=O)(=O)c2ccccc2)c(-c2ccccc2Cl)n1	1%	-28%	-4%	2%	2%	-3%	-7%	-2%
CCOC(=O)NN1C(=O)c2ccccc2NC1(C)C	-2%	-7%	7%	-3%	?	?	0%	-4%
CCOc1ccc(Cn2nnc(C(=O)NCc3ccc(OC)cc3)c2N)cc1	8%	-9%	29%	4%	-4%	2%	-2%	4%
Cc1cc(C)n2c(Nc3cccc(C(F)(F)F)c3)c(-c3ccsc3)nc2n1	4%	.	.	-16%	.	.	-27%	-13%
CCC1CCCCN1CC(C)(C)NS(=O)(=O)c1ccccc1 (stereo not given)	0%	-9%[10 µM]	19%[9.22 µM]	8%	5%	.	3%	.
Cc1cc(S(=O)(=O)Nc2cc3c(cc2N2CCOCC2)n(C)c(=O)n3C)ccc1F	-3%	.	.	-3%	.	.	-7%	10%
O=C1CCN(N=Nc2cccc(Cl)c2)N1	-7%	-6%	8%	?	9%	20µM*	-21%	-12%

More results follow.
SMILES	Tau FP inhib	HTT cytoprotect	HttQ103 aggreg	Tau fibril ThT	JMJD2E inh	ALDH1A1 inh	Tau fluor counter	SMN2 splice up
Oc1cc2c(c(Cl)c1O)CCNC[C@H]2c1ccccc1	-7%	5%	.	?	13µM*	5%	-18%	.
O=C(C1CCC(CNc2c(N3CCOCC3)c(=O)c2=O)CC1)N1CCN(c2ccccc2)CC1 (stereo not given)	-7%	34%[10 µM]	0%	-11%	9%	4%	-7%	-7%
O=C(c1ccc2c(Cl)c3c(nc2c1)CCCC3)N1CCN(c2ccc(Cl)cc2)CC1	0%	.	.	?	.	.	-12%	?
CCOC(=O)Cc1csc(NC(=O)c2ccc(S(=O)(=O)N3CCOCC3)cc2)n1	-3%	-26%	-15%	-8%	2%	?	-11%	-12%
O=[N+]([O-])c1ccc(S(=O)(=O)CC(CN2CCCCC2)N2CCCCC2)cc1 (stereo not given)	-9%	.	12%	?	-3%	7.1µM*	-16%	-114%[inhibitor]
COC(=O)c1ccc(C(C(=O)NCc2ccccc2)N(Cc2ccco2)C(=O)c2cnccn2)cc1 (stereo not given)	-2%	-11%	33%	-14%	7%	-2%	-15%	-15%
CCc1cccc(N(CC(=O)NCc2ccc(F)cc2)C(=O)c2csnn2)c1	3%	-1%[10 µM]	4%[9.22 µM]	2%	-8%	-9%	-2%	-4%
CN(C)CCCN1C(=O)c2oc3ccc(Cl)cc3c(=O)c2C1c1cccnc1 (stereo not given)	9%	8%[10 µM]	2%	2%	0%	?	1%	25%
COc1ccc(C2=NOC(CNC(=O)c3ccccc3Br)C2)c(OC)c1 (stereo not given)	0%	20%[10 µM]	1%[9.22 µM]	-10%	7%	.	-9%	.
Cc1cc(C(=O)OCC(=O)Nc2ccc(F)cc2F)c(C)o1	-4%	5%[10 µM]	8%	-14%	3%	-10%	-7%	-20%
COc1ccc(C(=O)Nc2ncc3c(n2)-c2ccccc2CC3)cc1	3%	-23%	-28%	-18%	?	?	0%	-13%
COc1cc(C(=S)N2CCOCC2)cc(OC)c1OC(=O)c1cc([N+](=O)[O-])c(C)c([N+](=O)[O-])c1	8%	4%	4%	?	-3%	-15%	-27%	-10%
COc1ccc2nc3oc(C(=O)NCc4ccccc4OC)cc3cc2c1	-14%	.	.	2%	.	.	-9%	-1%
CCSc1ncc(Cl)c(C(=O)Nc2cccc(Cl)c2)n1	?	.	.	-5%	.	.	?	-18%
CCOc1ccc2[nH]cc(C(=O)NCCCN3CCOCC3)c(=O)c2c1	-8%	-5%[10 µM]	-21%[9.22 µM]	-10%	?	-4%	-4%	.
Cc1cc(O)ccc1Nc1nc2ccccc2nc1Nc1ccc(O)cc1C	?	-2%	25%	14µM*	25µM*	22µM*	13µM*[quencher]	3%
CCOC(=O)c1nnn(CC(=O)Nc2cc(C)cc(C)c2)c1C(=O)OCC	-9%	.	.	-6%	.	.	-27%	-4%
CC(C)CC(C(=O)Nc1ccccc1)N1C(=O)C2C3C=CC(C3)C2C1=O (stereo not given)	7%	10%[10 µM]	12%	1%	3%	6%	0%	-7%
CCOC(=O)c1oc2cc(O)c(CC)cc2c(=O)c1-c1cscn1	2%	-34%[inhibitor]	-5%	-5%	-3%	-13%	-1%	14%
O=c1cnnc(Nc2cccc(F)c2)[nH]1	1%	-29%	6%	-3%	4%	4%	0%	-20%
O=C(Nc1ccc(F)cc1)c1nc[nH]c1C(=O)Nc1ccccc1[N+](=O)[O-]	1%	-23%[10 µM]	-21%	3%	7%	-2%	-3%	-60%[inhibitor]
COc1cccc(CN(C(=O)Cn2nnc(-c3ccccc3F)n2)C(C(=O)NC(C)(C)C)c2ccncc2)c1 (stereo not given)	0%	16%[10 µM]	4%[9.22 µM]	-10%	-3%	24µM*	-17%	.
COC(=O)Nc1ccc(S(=O)(=O)N2c3ccccc3CCC2C)cc1 (stereo not given)	-10%	-84%[inhibitor][10 µM]	-22%	0%	-2%	-8%	?	-3%
COc1ccc(S(=O)(=O)N(Cc2nc(-c3cccc(C)c3)no2)C2CCCCC2)cc1	-10%	.	.	-1%	.	.	-24%	-17%
O=C(COC(=O)c1ccccc1NS(=O)(=O)c1cc([N+](=O)[O-])ccc1Cl)c1ccccc1	0%	-31%[inhibitor]	-9%[9.22 µM]	1%	0%	10%	-8%	-4%

(more compounds)
SMILES	Tau FP inhib	HTT cytoprotect	HttQ103 aggreg	Tau fibril ThT	JMJD2E inh	ALDH1A1 inh	Tau fluor counter	SMN2 splice up
Cc1ccc(N2CCN(/N=C/c3c(C)nn(-c4ccccc4)c3Cl)CC2)cc1	-2%	.	-8%	?	-1%	-3%	-9%	2%
COc1cc(C#N)ccc1OCC(=O)c1ccc2c(c1)OCCO2	0%	-16%[10 µM]	-5%	?	0%	-2%	-13%	-7%
c1ccc2c(NCC3CCCO3)nc(N3CCCCC3)nc2c1 (stereo not given)	4%	13%[10 µM]	6%[9.22 µM]	-9%	?	-9%	-3%	-17%
COc1ccc(C=O)cc1Cn1cnc2c(cnn2C)c1=O	-2%	-18%	0%	10%	0%	?	-4%	-10%
O=C1/C(=C\c2ccc(O)c(O)c2)N=C2CCCCCN12	-5%	-18%[10 µM]	10%[9.22 µM]	?	13µM*	.	-24%	.
CCOc1ncccc1C(=O)OCC(=O)c1cc(OC)ccc1OC	-5%	-23%	14%	-10%	-12%	6%	-13%	0%
Cn1c(=NC(=O)c2ccc(S(=O)(=O)N3CCCc4ccccc43)cc2)sc2cc(F)ccc21	?	.	.	-3%	.	.	-18%	1%
CCOc1ccc(NC(=S)NCCCN2CCN(C3CCCCC3)CC2)cc1	9%	17%[10 µM]	-9%	5%	7%	10%	0%	-5%
Cc1ccc(Cl)cc1NC(=O)C1CCN(S(=O)(=O)c2cccc3nonc23)CC1	-5%	.	.	-2%	.	.	-10%	-4%
O=C1Cc2ccccc2Sc2ccc(O)cc21	-2%	.	-3%	-5%	-4%	?	-22%	-15%
CCOc1ccc(-c2cc(C(=O)NN)[nH]n2)cc1	4%	-13%[10 µM]	8%	-10%	-2%	?	-4%	-19%
CC(C)NC(=O)c1ccccc1NC(=O)CCS(=O)(=O)Cc1ccccc1	-1%	9%[10 µM]	4%	-4%	-1%	-6%	0%	4%
